Bioassay records as filed in PubChem BioAssay.
ALOX12 inh: ALOX12 (human) lipoxygenase inhibition; hit rate 1.1% among 580,000; purified 12hLO, xylenol orange hydroperoxide absorbance; P18054; AID 1671190; Potency, µM (doses to about 108 µM), for inactives: top-dose activity change, negative = inhibition, actives largely listed as inhibitors; active = well fitted inhibition curve with a large enough effect; inconclusive = small, poorly fitted or top-dose-only effect, or another doubt; inactive = no such curve, though single readings can be large or run the other way
Target sequence (P18054 whole entry, looked up): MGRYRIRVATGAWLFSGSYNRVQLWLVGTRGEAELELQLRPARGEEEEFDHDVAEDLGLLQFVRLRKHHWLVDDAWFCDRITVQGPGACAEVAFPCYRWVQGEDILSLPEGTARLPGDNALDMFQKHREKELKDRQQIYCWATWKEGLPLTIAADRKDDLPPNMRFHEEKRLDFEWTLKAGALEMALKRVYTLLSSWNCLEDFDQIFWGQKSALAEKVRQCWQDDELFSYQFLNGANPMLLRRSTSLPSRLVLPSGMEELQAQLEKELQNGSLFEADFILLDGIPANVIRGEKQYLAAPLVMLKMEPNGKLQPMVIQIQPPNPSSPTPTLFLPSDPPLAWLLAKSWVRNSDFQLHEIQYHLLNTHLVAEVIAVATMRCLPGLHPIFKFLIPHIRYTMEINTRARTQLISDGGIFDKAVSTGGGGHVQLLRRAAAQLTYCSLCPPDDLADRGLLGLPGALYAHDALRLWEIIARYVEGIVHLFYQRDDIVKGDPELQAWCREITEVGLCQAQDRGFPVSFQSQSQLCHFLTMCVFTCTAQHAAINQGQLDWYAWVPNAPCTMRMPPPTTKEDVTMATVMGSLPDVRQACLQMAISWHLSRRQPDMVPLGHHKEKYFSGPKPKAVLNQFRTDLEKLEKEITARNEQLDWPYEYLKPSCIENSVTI
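Purified human 12hLO at 150 nM in 25 mM Hepes, 0.01% Triton X-100, pH 7.0, preincubated 15 min at room temperature with compound. Reaction started with 40 uM arachidonic acid, 30 min at room temperature. Hydroperoxide measured by Fe-xylenol orange, 573/405 nm absorbance ratio.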
Active calls of the source: *; ? = inconclusive; [ ] = remark or other dose. % is set by controls: 0 for no effect and ±100 for the full control effect; potency is the fitted concentration of half-maximal effect. Not all compounds are listed (hit frequency here may not be typical).

The first three entries, to show the layout:
SMILES	ALOX12 inh
CC(C)(C)c1cn(C[C@H]2CC3CCN2C[C@@H]3C(=O)NCc2ccccc2)nn1 (some centres undefined)	11%[176 µM]
c1ccc(CCNC2(c3nnnn3-c3ccccc3)CCCCC2)cc1	2%
COc1ccc(CNC[C@H]2C[C@@H]3CCN2C[C@@H]3c2cc(-c3ccc4ccccc4c3)nn2C)cc1	127%[activator]

Main list, repeating the preview:
SMILES	ALOX12 inh
CC(C)(C)c1cn(C[C@H]2CC3CCN2C[C@@H]3C(=O)NCc2ccccc2)nn1 (some centres undefined)	11%[176 µM]
c1ccc(CCNC2(c3nnnn3-c3ccccc3)CCCCC2)cc1	2%
COc1ccc(CNC[C@H]2C[C@@H]3CCN2C[C@@H]3c2cc(-c3ccc4ccccc4c3)nn2C)cc1	127%[activator]
COC(=O)C1=CO[C@@H](C)[C@@H]2CN3CCc4c([nH]c5cc(OC)ccc45)[C@@H]3C[C@H]12	114%[activator]
COc1ccc(CNCCc2ccc(F)cc2)cc1	?
CN1Cc2ccccc2-n2ccnc2C12CCN(C(=O)C1CCOCC1)CC2	-15%
COc1ccccc1C1=NCC(=O)N(CC(=O)Nc2ccccc2)c2sc3c(c21)CCCC3	14%
O=c1cc[se]c2ccccc12	-7%
Cc1ccc([C@@H]2CN(C(=O)c3snnc3C)[C@@H]3C4CCN(CC4)[C@@H]32)cc1	?
COCCC(=O)N1[C@H]2CC[C@@H]1c1cnc(-c3ccccc3)nc1C2	2%
CC[C@H]1CN2CC[C@H]1C[C@@H]2CNS(=O)(=O)c1ccc2ccccc2c1	11%[176 µM]
CCN1C2CCC1CN(C(=O)c1ccncc1)C2	2%[12.5 µM]
CC(C)NC(=O)NC[C@H]1C[C@@H]2CCN1C[C@@H]2c1cc(-c2cccs2)nn1C	15%[176 µM]
Cc1ccc2[nH]cc(CCN)c2c1	?
CC[C@H]1CN2CC[C@H]1C[C@@H]2CNC(=O)CC(C)(C)CC(=O)O	46%[activator][176 µM]
O=C(NCc1ccc(F)cc1)[C@H]1CN2CCC1C[C@@H]2Cn1cc(CO)nn1 (some centres undefined)	-15%[176 µM]
C=CCOc1ccc(CNCCc2ccc(OC)cc2)cc1	?
COCCN1C[C@H]2CN(Cc3ccccn3)CCN2C1=O	72%[activator][176 µM]
COC(=O)c1ccc(C2SCC(=O)Nc3n[nH]c(C)c32)cc1 (centres undefined)	8%
CCC(CC)c1cc([C@H]2CN3CC[C@H]2C[C@@H]3CO)nc(-c2ccncc2)n1	40%[activator][176 µM]
NC(=O)CN1C(=O)CO[C@H]2CN(Cc3ccccn3)C[C@H]21	83%[activator][176 µM]
Cc1ccc(C2SCC(=O)Nc3n[nH]c(C)c32)cc1 (centres undefined)	-2%
C[N+](C)(C)CC1CCCCC1=O (centres undefined)	13µM*
CC[C@H]1CN2CC[C@H]1C[C@@H]2CNC(=O)c1ccc2c(c1)OCO2	52%[activator][176 µM]
CCC(C)(O)C(=O)OC1C(=O)OC2CC3C(C)=CC(O)C(O)C3(C)C3C4(O)OCC23C1C(C)C4O (centres undefined)	4%
O=C(NCc1ccccc1)c1cn(C2CNC2)nn1	23%
Nc1ccc(Br)cc1C(=O)c1ccccc1Cl	-29%
Cc1ccc(C(=O)Nc2cccc3cnccc23)cc1S(=O)(=O)N1CCCCC1	-57%
COc1cc2c(cc1Oc1cccc(N(C)C)c1)NC(=O)C21CCN(C(C)=O)CC1	-21%[176 µM]
O=C1Nc2ccccc2CC12CCCN2Cc1cccnc1 (centres undefined)	4%[12.5 µM]
Cc1ccc2[nH]c(C)c(C(O)CN3CCC(C)CC3)c2c1 (centres undefined)	?
CC1c2cccn2-c2ccccc2CN1C(=O)Nc1ccc(Br)cc1 (centres undefined)	?
COc1cc2c(cc1OCC1CCCC1)N(C(=O)CC(C)C)CC21CCN(CC(=O)O)CC1	35%[activator]
COc1cc2c(cc1OCc1ccccc1)N(C(=O)[C@@H]1CCCO1)CC21CCN(C)CC1	-3%[176 µM]
COc1ccc(Oc2c(C)oc3cc(OCC(=O)N4CCN(CCO)CC4)ccc3c2=O)cc1	-25%
COc1ccccc1NC(=O)N1C[C@@H]2C[C@H](C1)c1c(-c3cccs3)ccc(=O)n1C2	30%[176 µM]
O=[S+]1([O-])NC2(CCN(Cc3cccnc3)C2)COc2ccncc21 (centres undefined)	11%[6.33 µM]
CN(Cc1ccccc1)C[C@H]1CN2CC[C@H]1C[C@@H]2CNC(=O)Nc1ccsc1	-17%[176 µM]
CCC(CC)c1cc([C@H]2CN3CC[C@H]2C[C@@H]3CNC(=O)C2CC2)nc(-c2ccncc2)n1	24%[176 µM]
Cc1nc(-c2ccc(C(F)(F)F)cc2)cc([C@H]2CN3CC[C@H]2C[C@@H]3CNC(=O)C(C)(C)C)n1	26%
Cc1cc(N2CCNC[C@H]2C)ccc1N1CC[C@@H](O)C1	?
COc1ccc(-c2cc([C@H]3CN4CC[C@H]3C[C@@H]4CNC(=O)C3CC3)nc(C)n2)cc1OC	35%[activator]
COc1ccc(-c2cc([C@H]3CN4CC[C@H]3C[C@@H]4CNC(=O)Nc3ccccc3)n(C)n2)cc1	33%[activator]
CC[C@H]1CN2CC[C@H]1C[C@@H]2CN(Cc1cccs1)Cc1cccs1	45%[activator][176 µM]
COc1ccc(OC)c(C2SCC(=O)Nc3c2c(C)nn3-c2ccccc2)c1 (centres undefined)	?
C#C[C@H]1CN2CC[C@H]1C[C@@H]2CNC(=O)c1ccc(-c2ccccc2)cc1	28%[176 µM]
COC(=O)[C@H]1[C@H](CO)[C@H]2Cn3c(cccc3=O)[C@@H]1N2Cc1cocn1	?
CC(C)CCN1CCN2C(=O)NC[C@H]2C1	-4%[176 µM]
C=C[C@H]1CN2CC[C@H]1C[C@@H]2CNCc1ccc(SC)cc1	-8%[176 µM]
NCCc1ccc2c(c1)OCCO2	-5%
CC[C@H]1CN2CC[C@H]1C[C@@H]2CNC(=O)c1ccco1	97%[activator][176 µM]
CCCS(=O)(=O)N1C[C@@H]2C[C@H](C1)c1c(-c3ccccc3)ccc(=O)n1C2	?
CCOC(=O)C1=C(C)OC(N)=C(C(=O)OC(C)(C)C)C12C(=O)Nc1ccccc12 (centres undefined)	20%
CC12CCC(=O)C=C1CCC1C2CCC2(C)C1CC[C@]2(C)O (some centres undefined)	10%
COc1ccc(Cc2cn(C)c(N)n2)cc1	45%[activator]
N#CC1(c2ccccc2)CCN(C(=O)c2cn(-c3ccccc3)nn2)CC1	19%
O=C(c1ccc2c(c1)OCO2)N1CCC(C(=O)O)(c2ccccc2)CC1	2%[6.33 µM]
O=C1[C@H]2CNC[C@H]2C(=O)N1CCc1ccccc1	1%
Cc1ccc2[nH]c(C)c(CCN)c2c1	?
NC[C@@H]1CCCN2CCCC[C@H]12	13%

The results go on.
SMILES	ALOX12 inh
c1cncc(CN2CCOC[C@H]3CCNC[C@H]32)c1	26%
Cc1nc(-c2ccccc2Br)cc([C@H]2CN3CC[C@H]2C[C@@H]3CNS(=O)(=O)c2cccs2)n1	19%
COc1cc2c(cc1OCc1ccccc1)N(C(=O)c1ccnn1C)CC21CCN(C)CC1	9%
Cn1nc(-c2ccccc2)cc1[C@H]1CN2CC[C@H]1C[C@@H]2CNC(=O)c1ccco1	43%[activator][176 µM]
FC(F)(F)CN1C2CCC1CN(c1cccc(Cl)n1)C2	3%[6.33 µM]
CC(C)NC(=O)[C@H]1CN2CCC1C[C@@H]2Cn1cc(-c2ccc(F)cc2)nn1 (some centres undefined)	1%[176 µM]
CC(=O)c1ccc(NC(=O)NC[C@H]2C[C@@H]3CCN2C[C@@H]3c2cc(-c3cccs3)nc(C)n2)cc1	30%
CNC(=O)NC(=O)C(C)Cl (centres undefined)	?
CC(C)CCN1CCC(N2CCN(C(=O)COc3ccccc3)CC2)C1=O (centres undefined)	40%
c1cncc(C2=NOC3(CCN(C4COC4)CC3)C2)c1	3%[12.5 µM]
C=C[C@H]1CN2CC[C@H]1C[C@@H]2CNCc1ccc(OC)cc1	33%[activator][176 µM]
COc1ccc(CNC(C)Cc2ccccc2)cc1 (centres undefined)	8%

2 entries picked at random from the list so far, as already listed:
SMILES	ALOX12 inh
c1cncc(C2=NOC3(CCN(C4COC4)CC3)C2)c1	3%[12.5 µM]
FC(F)(F)CN1C2CCC1CN(c1cccc(Cl)n1)C2	3%[6.33 µM]

Entries above that have a Cl atom (3):
SMILES	ALOX12 inh
Nc1ccc(Br)cc1C(=O)c1ccccc1Cl	-29%
FC(F)(F)CN1C2CCC1CN(c1cccc(Cl)n1)C2	3%[6.33 µM]
CNC(=O)NC(=O)C(C)Cl (centres undefined)	?

Additional results.
SMILES	ALOX12 inh
CC[C@H]1CN2CC[C@H]1C[C@@H]2CNCc1ccc(C(F)(F)F)cc1	37%[activator][176 µM]
CCn1cc(S(=O)(=O)N2[C@H]3CC[C@@H]2c2cnc(-c4ccccc4)nc2C3)cn1	9%
COc1ccccc1CCC(=O)N1CCC2(CC1)NCc1ccccc1-n1ccnc12	37%
O=C(NC[C@H]1C[C@@H]2CCN1C[C@@H]2CN1CCN(c2ccc(F)cc2)CC1)Nc1ccsc1	8%
Cn1nc(C2CCCCC2)cc1[C@H]1CN2CC[C@H]1C[C@@H]2CNC(=O)c1ccc2c(c1)OCO2	87%[activator]
COCCNC(=O)[C@H]1CN2CC[C@H]1C[C@@H]2Cn1cc(C2(O)CCCC2)nn1	26%[176 µM]
O=C(c1cocn1)N1C[C@H](c2cccc(F)c2F)[C@@H]2[C@H]1C1CCN2CC1	23%
COc1ccccc1-c1cc([C@H]2CN3CC[C@H]2C[C@@H]3COC(=O)NC(C)C)nc(C)n1	19%[176 µM]
O=C1NCCCCCCN[C@H]2CCC[C@@H]12	21%
COc1ccc(C2(C(=O)N3CCC4(CC3)c3nccn3-c3ccccc3CN4C)CC2)cc1	6%
COc1ccc(-c2cn(C[C@H]3CC4CCN3C[C@@H]4C(=O)N3CCN(c4ccccc4OC)CC3)nn2)cc1 (some centres undefined)	32%[activator]
CN1CCCC12Cc1ccccc1CN(C(=O)Cc1cccc(Cl)c1)C2 (centres undefined)	8%[6.33 µM]

Reprinted from the part before: 4 compounds, then new ones.
SMILES	ALOX12 inh
O=C1NCCCCCCN[C@H]2CCC[C@@H]12	21%
COc1ccc(C2(C(=O)N3CCC4(CC3)c3nccn3-c3ccccc3CN4C)CC2)cc1	6%
COc1ccc(-c2cn(C[C@H]3CC4CCN3C[C@@H]4C(=O)N3CCN(c4ccccc4OC)CC3)nn2)cc1 (some centres undefined)	32%[activator]
CN1CCCC12Cc1ccccc1CN(C(=O)Cc1cccc(Cl)c1)C2 (centres undefined)	8%[6.33 µM]
NC(=O)CN1C(=O)CO[C@H]2CN(C3CCC3)C[C@H]21	10%[176 µM]
O=C(OC1CCOC1=O)c1cccs1 (centres undefined)	1%
COc1ccc(-c2cc([C@H]3CN4CC[C@H]3C[C@@H]4CNC(=O)NCc3ccccc3)n(C)n2)cc1	51%[activator]
COc1cccc(CN2CC[C@@H]3CN(S(C)(=O)=O)[C@@H]3C2)n1	13%
Cc1nc(-c2cccs2)cc([C@H]2CN3CC[C@H]2C[C@@H]3CNC(=O)c2ccc3c(c2)OCO3)n1	34%[activator]
O=S(=O)(c1ccc(F)cc1)N1[C@H]2CC[C@@H]1c1cncnc1C2	10%
Cc1ccc(C(=O)C(C)(C)NO)cc1	?
Fc1ccc(-c2ccc(CNC3CN4CCC3CC4)o2)cc1Cl (centres undefined)	?
FC(F)(F)CN1C2CCC1CN(c1cncnc1)C2	1%[12.5 µM]
COc1ccc(-c2cc([C@H]3CN4CC[C@H]3C[C@@H]4CNC(=O)C(C)(C)C)nc(C)n2)cc1OC	17%
CCCS(=O)(=O)NC[C@H]1C[C@@H]2CCN1C[C@@H]2c1cc(C2CCCC2)nn1C	-1%[176 µM]
CN[C@@H](C)Cc1ccccc1	?
Cc1nn(-c2ncnc3nc[nH]c23)c2c1C(c1c(Cl)cccc1Cl)SCC(=O)N2 (centres undefined)	15%
CC1=NOC2(CCN(Cc3ccccc3)C2)C1 (centres undefined)	2%[176 µM]
CN1CCN(C(=O)Cc2c[nH]c3ncc(-c4ccccc4F)cc23)CC1	-1%[176 µM]
COc1cc2c(cc1CCc1ccccc1)N(C(=O)c1c[nH]c3ccccc13)CC21CCN(C(C)=O)CC1	?
O=C([C@H]1CN2CCC1C[C@@H]2Cn1cc(CCO)nn1)N1CCCC1 (some centres undefined)	15%[176 µM]
CCOP(=O)(OCC)C(C)NC(=O)N(CCCl)N=O (centres undefined)	-26%[57.4 µM]
Cc1nc(-c2ccc(N(C)C)cc2)cc([C@H]2CN3CC[C@H]2C[C@@H]3CNC(=O)C2CC2)n1	74%[activator][176 µM]
COc1cccc(CC(=O)N2CC[C@H]3C(=O)NCCCCCN(Cc4cccnc4)[C@@H]3C2)c1	49%[activator]
C=C[C@H]1CN2CC[C@H]1C[C@@H]2CNCc1cccc(C#N)c1	60%[activator][176 µM]
C=CC1C[N+]2(C)CCC1CC2C(O)c1ccnc2ccccc12 (centres undefined)	?
COc1ccc(C(=O)N2CC3(CCN(C)CC3)c3cc(OC)c(OCc4ccccc4)cc32)cn1	?
Cc1ccc([C@H]2CN(C(=O)CN3C(=O)CNC3=O)[C@@H]3C4CCN(CC4)[C@H]23)cc1	6%
Cc1[nH]nc2c1C(c1ccccc1)SCC(=O)N2 (centres undefined)	?
CC(=O)N1CCC(NC[C@H]2C[C@@H]3CCN2C[C@@H]3c2cc(C3CCCC3)nc(C)n2)CC1	89%[activator][176 µM]
CCNC(=O)N1CCC2(CC1)c1nccn1-c1ccccc1CN2CC(C)C	20%
COc1cc2c(cc1Oc1cccc(N(C)C)c1)NC(=O)C21CCN(Cc2ccccn2)CC1	64%[activator]
